Assay outcomes from PubChem BioAssay.
TNAP inh noacc – human TNAP enzyme inhibitors, primary screen, biochemical, luminescent, no phosphate acceptor, uHTS. Alkaline phosphatase, tissue-nonspecific isozyme (Homo sapiens), P05186. purified TNAP, CDP-star luminescence, 30 min. inhibition, % at 20 µM. 200,000 compounds, 0.26% hits;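 active = tissue-nonspecific alkaline phosphatase inhibition above about 50% at 20 µM in the single-dose screen, limit read from the data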;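 note: 0% = DMSO negative control and 100% = EDTA positive control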
G6PDH counter – L. mesenteroides G6PDH inhibitors, counter-screen for G6PDH-coupled screening assays, biochemical, Leuconostoc mesenteroides enzyme; glucose-6-phosphate dehydrogenase [Leuconostoc mesenteroides]; 200,000 compounds, 0.12% hits; inhibition, % at 5 µM; Purified L. mesenteroides G6PDH, diaphorase/resazurin coupled fluorescence, 45 min; in the data active = inhibition above about 50%
Diaphorase act – compounds boosting diaphorase resazurin reduction – biochemical, uHTS, resorufin fluorescence, counter-screen for diaphorase-coupled primary assays, primary screen | Diaphorase/resazurin coupled assay, 16 min; stronger effect = higher value; 1 = vehicle wells, 0 = NADH-free wells | activation factor at 20 µM | 190,000 compounds, 0.005% hits | AID 1229, 2008;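 active = diaphorase activity raised at least twofold by the compound at 20 µM; inactive = activation factor below 2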
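Material: bacterial diaphorase enzyme (C. kluyveri); amount: enzyme 0.07 U/mL final; reagent: NADH substrate 0.114 mM plus resazurin dye 0.1 mM, final; doses: single compound dose of 20 µM, 1% DMSO final; timing: 16 min enzyme reaction, ambient temperature; measured by: fluorescence of resorufin, 544 nm excitation, 590 nm emission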
HMGR II inh – inhibitors of E. faecalis class II HMGR, primary screen, biochemical, Enterococcus faecalis. 190,000 compounds, 0.41% hits. inhibition, % at 10 µM. purified E. faecalis HMGR, NADPH absorbance 340 nm kinetic. HMG-CoA reductase (Enterococcus faecalis, mvaE);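 active = inhibition above a set limit, the median over all tested compounds plus 3 SD, cut at about 9.5% in these data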;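 note: enzyme runs in reverse so mevalonate oxidation gives rising NADPH absorbance; 0% = complete reaction with DMSO and 100% = background rate lacking mevalonate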
FLuc act counter – FLuc activators, initial screening, artefact control for FLuc-dependent activation tests, biochemical, ATPlite luminescence | Luciferin 4-monooxygenase (Photinus pyralis), P08659 | ATPlite luciferase biochemical, 10 min; 0 = ATP-free wells, 1 = DMSO control | activation factor at 10 µM | 200,000 tested, under 10 active | AID 1027, 2008;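 active = luciferase activation factor, scaled between plate controls, of at least 2 with compound at 10 µM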
Target sequence (P08659 whole entry, looked up): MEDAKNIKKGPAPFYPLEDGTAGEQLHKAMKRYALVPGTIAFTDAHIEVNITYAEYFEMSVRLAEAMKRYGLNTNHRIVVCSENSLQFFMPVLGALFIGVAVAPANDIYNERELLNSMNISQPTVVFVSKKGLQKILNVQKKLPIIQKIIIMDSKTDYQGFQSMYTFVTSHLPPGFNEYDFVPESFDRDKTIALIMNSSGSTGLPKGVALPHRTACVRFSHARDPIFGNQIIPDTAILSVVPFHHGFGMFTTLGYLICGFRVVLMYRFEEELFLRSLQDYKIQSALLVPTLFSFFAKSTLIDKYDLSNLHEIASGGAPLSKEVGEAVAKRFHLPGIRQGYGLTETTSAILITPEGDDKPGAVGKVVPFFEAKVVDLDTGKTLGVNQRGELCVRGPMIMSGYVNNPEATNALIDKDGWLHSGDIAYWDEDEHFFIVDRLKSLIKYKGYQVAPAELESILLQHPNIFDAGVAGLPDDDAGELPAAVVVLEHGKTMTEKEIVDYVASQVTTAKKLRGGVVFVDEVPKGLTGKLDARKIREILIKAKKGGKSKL
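Material: Luciferase/luciferin reagent mix; Doses: test compounds dosed from 2 mM stocks in 100% DMSO; Schedule: 10 min incubation after luciferase reagent addition, room temperature; Measured by: luminescence from luciferase reaction; Read-out: luminescence gain marking luciferase activators.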
TNAP inh hiacc – human TNAP enzyme inhibitors, primary screen, biochemical, luminescent, high phosphate acceptor level, uHTS. AID 1135, 2008. 200,000 compounds, 0.03% hits. purified TNAP, CDP-star luminescence, 1 M DEA. Alkaline phosphatase, tissue-nonspecific isozyme (Homo sapiens), P05186. inhibition, % at 20 µM;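 active = over 50% inhibition of tissue-nonspecific alkaline phosphatase at 20 µM in the single-dose screen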;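 note: plate controls were DMSO wells for no effect and EDTA-quenched wells as full inhibition for full effect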
TNAP act hiacc – TNAP activators at high phosphate acceptor level, primary screen, biochemical, luminescence, uHTS; Alkaline phosphatase, tissue-nonspecific isozyme (Homo sapiens), P05186; purified TNAP, CDP-star luminescence, 1 M DEA, 30 min; stronger effect = higher value; 0 = EDTA background, 1 = DMSO-only activity; activation factor at 20 µM; 200,000 tested, under 10 active;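 active = activation factor at least 2 at 20 µM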
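system = human TNAP | amount = enzyme diluted 1/800 final | reagent = 100 µM CDP-star substrate | signal = luminescent substrate turnover signal | dosing = one dose, 20 µM | benchmarks = EDTA negative control, DMSO positive control | measure = activation factor | timing = 30 min reaction, room temperature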
Diaph inh CS – diaphorase inhibitors and chemical oxidizers, primary screen, counter-screen for diaphorase-coupled primary assays, biochemical, uHTS, resorufin fluorescence; diaphorase resazurin-to-resorufin fluorescence, NADH, 16 min; bacterial (C. kluyveri) enzyme, not human; inhibition, % at 20 µM; 190,000 compounds, 0.69% hits; AID 1217, 2008;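 active = primary screen inhibition at 20 µM above a set limit, cut at about 50% in these data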;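 note: plate controls were DMSO with full reaction for no effect and wells lacking NADH for full effect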
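Test system: Clostridium kluyveri diaphorase enzyme / Quantity: diaphorase at 0.14 U/mL in enzyme working solution / Incubation: 16-min room-temperature incubation before reading / Benchmarks: NADH-free wells as positive control, DMSO-only neutral wells / Signal: resorufin fluorescence 544/590 nm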
PMI act hi M6P – human PMI activators, high substrate, primary screen, biochemical, fluorescence intensity, near-saturating mannose 6-phosphate. Mannose-6-phosphate isomerase (Homo sapiens), P34949. coupled PMI enzyme assay, resazurin fluorescence, 20 min; stronger effect = higher value; 1 = untreated enzyme, 0 = substrate-free blank. activation factor at 20 µM. 190,000 compounds, 0.34% hits;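 active = activation factor of 2 or more at 20 µM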
Target sequence (P34949 whole entry, looked up): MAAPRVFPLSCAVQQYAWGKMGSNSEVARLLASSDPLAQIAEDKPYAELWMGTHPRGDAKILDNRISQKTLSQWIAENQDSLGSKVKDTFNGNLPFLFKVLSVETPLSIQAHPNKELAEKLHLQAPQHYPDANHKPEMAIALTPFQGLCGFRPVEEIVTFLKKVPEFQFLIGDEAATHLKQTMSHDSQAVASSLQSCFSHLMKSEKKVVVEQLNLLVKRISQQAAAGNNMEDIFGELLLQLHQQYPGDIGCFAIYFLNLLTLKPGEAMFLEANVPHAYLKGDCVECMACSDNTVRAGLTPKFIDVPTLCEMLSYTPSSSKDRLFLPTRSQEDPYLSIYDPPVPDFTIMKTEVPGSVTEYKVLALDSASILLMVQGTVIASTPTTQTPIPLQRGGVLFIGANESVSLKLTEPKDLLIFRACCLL
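test system = human PMI in coupled enzyme assay | medium = HEPES-buffered pH 7.4 with magnesium and detergent | also added = 1.0 mM mannose-6-phosphate substrate with 0.22 mM NADP+ | compound = 20 µM single dose | times = 20 min incubation at room temperature | measured by = resorufin fluorescence (Ex 544/Em 590 nm) from resazurin via diaphorase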
PMI act – activators of human PMI, primary screen, biochemical, fluorescence intensity, near-Km mannose 6-phosphate. 190,000 compounds, 0.005% hits. activation factor at 20 µM. AID 1214, 2008. purified human PMI, coupled resazurin fluorescence, 20 min; stronger effect = higher value; 1 = vehicle control, 0 substrate-free wells;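 active = activation factor of 2 or more at 20 µM, relative to plate controls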
The depositor's hits bear a star; / = not tested or not shown. Outcome played no part in choosing rows; any-hit rate near 1.7%.

entry	SMILES	TNAP inh noacc	G6PDH counter	Diaphorase act	HMGR II inh	FLuc act counter	TNAP inh hiacc	TNAP act hiacc	Diaph inh CS	PMI act hi M6P	PMI act
1	CCCCOC1CC(c2ccc(OCc3ccc(OC)cc3)c(OC)c2)N(C)O1 (stereo unspecified)	-3.5	2.3	0.9	2.4	1	-1.0	1	12.8	1	1
2	COC(=O)c1cc(C(=O)N2CCN(c3ccccc3OC)CC2)cc([N+](=O)[O-])c1	-3.9	9.1	1	-2.3	1.1	-2.3	1	0.4	1	1
3	CCN(CC)S(=O)(=O)c1ccc(C(=O)N2CCN=C2SCc2cccnc2)cc1	-15.3	-6.3	0.9	-7.4	1	-6.0	1.1	11.3	0.9	0.9
4	CCC(=O)Nc1c(C(=O)N2CCN(c3ccccn3)CC2)cnn1-c1ccc(C)cc1	-12.6	2.7	1	-0.6	1	-1.4	1	4.8	1	1.1
5	C/C(=N\N=C1\NC(=O)C(CC(=O)Nc2ccc(Cl)cc2)S1)c1ccco1 (stereo unspecified)	-8.1	9.0	1	6.4	1	-2.8	1	3.1	1	1
6	Cc1ccc(-c2noc(C3CCCN(C(=O)c4ccccc4)C3)n2)o1 (stereo unspecified)	-7.1	6.2	0.9	1.3	0.9	-1.7	1	12.8	1	0.9
7	CCc1ccc(N(CC(=O)NC2CCCC2)S(=O)(=O)c2c(C)noc2C)cc1	-8.4	-10.2	0.9	-0.4	1.1	-7.5	1.1	11.1	0.8	0.9
8	O=C(O)c1ccc(Nc2nc(-c3ccccc3)c3ccccc3n2)cc1	-9.4	-4.0	0.8	-2.9	1	0.3	1	21.0	1.1	1.1
9	O=C(CSc1nc(Nc2ccccc2)nc(N2CCOCC2)n1)Nc1ccc([N+](=O)[O-])cc1	-0.6	4.2	0.8	-2.2	1	0.5	1	15.0	0.9	0.8
10	O=C1Nc2ccccc2C12OCCCO2	-5.7	0.6	0.9	-2.1	1	-3.3	1	6.8	1	1
11	Cc1ccc(CNC(=O)CCNS(=O)(=O)c2cccc3nonc23)cc1	-10.8	-1.3	0.9	1.8	1.1	-2.6	1	6.2	1.1	1
12	CCOc1nnc(C)c2c(C)n(-c3cccc(OC)c3)nc12	-12.4	1.8	0.7	2.8	1	-2.6	1	32.6	1	1.1
13	c1ccc(-c2ccc(OCCOCCn3cncn3)cc2)cc1	-14.5	-2.3	0.9	-0.9	0.9	-5.2	1.1	10.1	0.9	0.9
14	CCSc1nnc(CNC(=O)c2ccccc2F)n1-c1ccccc1OC	-4.5	11.1	0.8	-3.5	1	-2.1	1	16.0	0.9	1
15	COc1ccc(NC(=S)N2CCN(C(c3ccccc3)c3ccccc3)CC2)cc1OC	-18.9	-9.1	0.8	-3.5	1	0.1	1	22.8	0.9	0.8
16	CCc1nnc(SCC(=O)NC2CCCC2)nc1CC	-19.5	3.3	0.9	1.8	1.1	-7.0	1.1	7.3	1.1	1
17	CCc1c(C)nc2ncnn2c1NCCc1ccccc1	-15.4	-0.3	0.9	-16.2	1.1	-2.7	1	12.8	1	0.9
18	COC(=O)CN1C(C)=Nc2ccc(Br)cc2C1c1ccccc1 (stereo unspecified)	-12.1	12.5	0.9	1.8	1	-2.2	1	8.3	0.9	0.9
19	COC(=O)c1ccc(C(=O)OC)c(NC(=S)N2CCC(N3CCCCC3)CC2)c1	-5.6	10.8	0.7	-3.0	1	2.8	1	27.3	0.9	0.9
20	CC1CCCCC1NC(=O)CSc1nc2ccccc2c(=O)n1Cc1ccco1 (stereo unspecified)	-13.2	7.0	0.8	/	1.1	-9.6	1.1	18.1	0.9	1
21	CCOC(=O)c1nn(-c2ccc(OCC)cc2)c2nc(CC(C)C)c(C#N)c(=O)n12	-8.8	-0.5	0.9	-0.6	1.1	-1.6	1	6.2	1	1
22	C[C@@H](C(=O)NCc1ccccc1)N1C(=O)C2CC=CCC2C1=O (stereo partly specified)	-4.9	6.6	1	-3.3	1	2.6	1	2.7	1	0.9
23	Clc1ccc2oc(-c3ccccn3)nc2c1	-7.7	3.1	1	-8.0	0.3	-5.6	1.1	-4.9	1.1	1
24	COc1ccc(/C=N/NC(=O)C2C3CCCCC32C)cc1OC (stereo unspecified)	-7.2	15.2	1	-0.8	1	-3.3	1	-2.4	1	1
25	CCOc1ccc2nc3c(cc2c1)CN(CCCO)C(=NCCOC)S3	-8.2	4.1	0.7	-1.1	1	-3.5	1	25.9	0.7	0.9
26	CC1CCCC(NC(=O)C2c3ccccc3C(=O)N2Cc2cccs2)C1C (stereo unspecified)	-26.2	-10.1	0.9	0.7	1	0.1	1	5.2	1	0.9
27	Cc1ccc(NC(=S)N2CCC(N(C)CC3CCCO3)CC2)cc1C (stereo unspecified)	-7.6	4.9	0.9	-2.5	1	-2.5	1	8.6	0.9	0.9
28	Nc1nonc1-c1nc2ccccc2n1CC(=O)O	-10.2	0.4	0.9	-5.9	1	-3.2	1	8.1	1	1
29	Cc1nn(C)c(C(=O)Nc2ccn(Cc3ccccc3F)n2)c1[N+](=O)[O-]	-6.7	0.0	0.9	7.3	1	-4.7	1	6.1	0.9	0.9
30	N#CC(C#N)=C1c2cc(S(N)(=O)=O)ccc2-c2ccc(S(N)(=O)=O)cc21	9.1	17.8	0.8	-3.9	1.1	-0.2	1	18.0	0.4	0.9

A draw from above in order of SMILES length, high to low.
entry	SMILES	TNAP inh noacc	G6PDH counter	Diaphorase act	HMGR II inh	FLuc act counter	TNAP inh hiacc	TNAP act hiacc	Diaph inh CS	PMI act hi M6P	PMI act
20	CC1CCCCC1NC(=O)CSc1nc2ccccc2c(=O)n1Cc1ccco1 (stereo unspecified)	-13.2	7.0	0.8	/	1.1	-9.6	1.1	18.1	0.9	1
27	Cc1ccc(NC(=S)N2CCC(N(C)CC3CCCO3)CC2)cc1C (stereo unspecified)	-7.6	4.9	0.9	-2.5	1	-2.5	1	8.6	0.9	0.9
24	COc1ccc(/C=N/NC(=O)C2C3CCCCC32C)cc1OC (stereo unspecified)	-7.2	15.2	1	-0.8	1	-3.3	1	-2.4	1	1
17	CCc1c(C)nc2ncnn2c1NCCc1ccccc1	-15.4	-0.3	0.9	-16.2	1.1	-2.7	1	12.8	1	0.9

The listing continues:
entry	SMILES	TNAP inh noacc	G6PDH counter	Diaphorase act	HMGR II inh	FLuc act counter	TNAP inh hiacc	TNAP act hiacc	Diaph inh CS	PMI act hi M6P	PMI act
31	Cc1ccc(-c2nc(COC(=O)c3c(C)noc3C)cs2)cc1	-14.2	2.7	0.8	-3.5	1	-7.1	1.1	19.4	0.8	0.9
32	O=C(Nc1cccc(C(F)(F)F)c1)C1CCCN(c2ncccn2)C1 (stereo unspecified)	-13.0	2.3	0.8	-2.6	1.1	-3.7	1	16.5	1	0.9
33	CCOC(=O)/C(C#N)=C/C1=C(N2CCCC2)CC(C)(C)OC1	-8.3	-0.9	0.8	0.5	1.1	-1.2	1	15.9	1	0.9
34	CCN(CC)S(=O)(=O)c1cccc(NC(=O)c2ccc(SC)cc2OC)c1	-10.8	3.5	0.9	-10.1	1	-2.0	1	10.9	0.9	0.9
35	O=C(CC(=O)c1ccccc1)Nc1ccc2c(c1)OCCO2	-8.7	7.9	1	1.9	0.6	-2.7	1	1.7	1	1.1
36	COc1cccc(OC)c1C(=O)N1CC(C)OC(C)C1 (stereo unspecified)	-5.6	8.5	1	-8.1	1	1.5	1	2.1	1	1
37	COC(=O)c1ccc(NC(=O)C2CC2)o1	-3.3	2.9	0.9	-3.7	1	-0.1	1	12.6	0.9	1
38	CCOc1ccc(N2C(=O)c3cccnc3C2Nc2ccc(C)c(C)c2)cc1 (stereo unspecified)	-11.1	1.4	0.9	-1.0	1	-0.7	1	11.2	0.9	0.9
39	Clc1ccc(Cc2nc(-c3cccnc3)no2)cc1	-0.1	5.2	0.9	-5.7	1	3.2	1	12.1	0.9	0.9
40	CNC(=O)C(=O)NCCCN1CCOCC1	0.2	2.0	0.9	0.0	1	-6.0	1.1	6.8	1	1
